Assay outcomes deposited in PubChem BioAssay by Sanford-Burnham Center for Chemical Genomics.
TIM10 inh: growth inhibitors of isogenic TIM10 control yeast, primary screen, counter-screen for tim10-1 yeast inhibitor project, luminescence, uHTS; S. cerevisiae TIM10 strain growth, BacTiter-Glo luminescence, 24 h; inhibition, % at 10 µM; 1.4% of 330,000 active; AID 463195, 2010;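 active means inhibition of 40% or more at the single tested concentration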;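 further: wild-type TIM10 isogenic control strain grown at permissive 25 °C; 0% = DMSO yeast wells and 100% = minimal medium wells without yeast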
Mdm2-MdmX inh: inhibitors of human Mdm2-MdmX association, primary screen, cell-based, luminescence, split luciferase, SaOS-2, uHTS; Protein Mdm4 (Homo sapiens) + E3 ubiquitin-protein ligase Mdm2 (Homo sapiens), …; SaOS-2 split-luciferase Mdm2/MdmX complementation; inhibition, % at 8 µM; 3% of 330,000 active; AID 485346, 2010;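 active means inhibition of at least 50% at 8 µM in the primary screen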
APJ antagonist: antagonists of human apelin receptor APJ, primary screen, CHO-K1 cells, beta-arrestin complementation, luminescence; P35414; inhibition, % at 20 µM; 0.32% of 330,000 active; AID 2521, 2010;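 active means inhibition above about 40% at 20 µM, limit read from the data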;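 further: cells challenged with 10 nM apelin-13 agonist together with compound; plate controls were apelin-13 plus DMSO wells for no effect and DMSO wells lacking apelin-13 for full effect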
Target sequence (P35414 whole entry, looked up): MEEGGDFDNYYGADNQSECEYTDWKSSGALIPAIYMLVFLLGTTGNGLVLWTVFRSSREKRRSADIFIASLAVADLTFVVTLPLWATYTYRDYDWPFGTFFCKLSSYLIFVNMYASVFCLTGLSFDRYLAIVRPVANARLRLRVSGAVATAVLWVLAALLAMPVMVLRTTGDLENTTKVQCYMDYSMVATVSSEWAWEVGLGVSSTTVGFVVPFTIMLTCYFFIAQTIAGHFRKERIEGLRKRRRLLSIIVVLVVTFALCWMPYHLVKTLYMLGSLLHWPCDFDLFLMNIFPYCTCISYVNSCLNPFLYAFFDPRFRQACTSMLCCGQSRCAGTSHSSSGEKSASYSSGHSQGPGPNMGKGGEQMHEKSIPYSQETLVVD
tim23-1 inh: growth inhibitors of tim23-1 mutant yeast, primary screen, luminescence, uHTS; S. cerevisiae tim23-1 growth, BacTiter-Glo luminescence, 24 h; inhibition, % at 20 µM; 1.3% of 330,000 active;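 active means growth inhibition of the mutant yeast at or above 50%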;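 further: temperature-sensitive mutant grown at 25 °C; plate controls were DMSO-treated mutant yeast for no effect and medium wells lacking yeast for full effect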
APJ ag: agonists of human apelin receptor APJ, primary screen, CHO-K1 cells, PathHunter beta-arrestin, luminescence | 0% DMSO wells, 100% apelin | activation, % at 20 µM | 0.11% of 330,000 active | AID 2520, 2010;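 active means activation more than six SD over the plate average, tested at 20 µM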;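 further: 0% = DMSO alone and 100% = apelin-13 at 10 nM; some results filed as inactive read as strong as hits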
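Assay system: CHO-K1 cells stably expressing ProLink-tagged human APJ and arrestin–beta-gal acceptor. Compound dosing: 20 µM single point, 1% DMSO. Times: 16-18 h seeding, 90 min dark compound exposure, 60 min detection. Detection: beta-gal luminescence. Evaluation: APJ–arrestin association signal. Controls: negative DMSO alone, positive Apelin-13 at 10 nM.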
tim10-1 inh: growth inhibitors of tim10-1 mutant yeast, primary screen, luminescence, uHTS | 2.2% of 330,000 active | S. cerevisiae tim10-1 ts strain growth, BacTiter-Glo, 24 h | inhibition, % at 20 µM;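 active means inhibition of at least 40%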;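 further: mutant grown at 25 °C; 0% = DMSO wells with yeast and 100% = wells holding no yeast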
CXCR6 inh: CXCR6 receptor inhibitors, primary screen, cell-based, beta-arrestin, luminescence, CHO-K1 PathHunter, 1536-well; inhibition, % at 20 µM; 0.36% of 360,000 active; in the data active means inhibition above about 34%, passing the limit was not always enough;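 further: antagonist mode with CXCL16 agonist at 10 nM final; 0% = 10 nM CXCL16 with DMSO and 100% = unstimulated wells without agonist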
Target sequence (O00574 whole entry, looked up): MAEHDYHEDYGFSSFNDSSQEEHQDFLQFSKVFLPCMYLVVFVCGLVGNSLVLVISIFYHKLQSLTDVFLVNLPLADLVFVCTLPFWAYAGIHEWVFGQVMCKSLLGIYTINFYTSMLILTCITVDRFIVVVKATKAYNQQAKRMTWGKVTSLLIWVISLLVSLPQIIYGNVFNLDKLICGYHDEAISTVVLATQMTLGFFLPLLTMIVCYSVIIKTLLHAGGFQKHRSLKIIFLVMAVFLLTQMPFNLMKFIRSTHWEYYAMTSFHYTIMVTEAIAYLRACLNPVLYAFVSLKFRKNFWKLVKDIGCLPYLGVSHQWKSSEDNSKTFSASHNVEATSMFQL
CHOP UPR activ: activators of apoptotic CHOP UPR arm, primary screen, cell-based, CHO-CHOP luciferase reporter, luminescence, uHTS; UPR activation; percent of tunicamycin response over DMSO baseline; activation, % at 10 µM; 0.34% of 330,000 active;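 active means at 10 µM dose, activation of 40% or more, normalized to positive control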;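 further: 100% = tunicamycin at 10 µg/mL and 0% = DMSO alone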
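Assay system: CHO-CHOP cells, stable luciferase reporter of PERK-eIF2a-CHOP signalling / Buffer or medium: F12 plus 10% serum / Compound dosing: one dose, 10 µM in 0.5% DMSO / Times: 6 h compound treatment, 37 °C / Technique: luciferase luminescence / Read-out: % reporter activation, DMSO baseline versus tunicamycin full activation / Benchmarks: tunicamycin and DMSO controls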
XBP1 UPR activ: activators of adaptive XBP1 UPR arm, primary screen, cell-based, CHO-XBP1 luciferase reporter, luminescence, uHTS. 0.33% of 330,000 active. IRE1-XBP1 UPR activation; percent of tunicamycin response, DMSO as zero. activation, % at 20 µM. AID 463104, 2010;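 active means versus positive control, 20 µM dose yields 30% or more activation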;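 further: 100% = tunicamycin at 10 µg/mL and 0% = DMSO only wells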
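Assay system: CHO-XBP1 luciferase reporter cells; Schedule: 6 h treatment, 37 °C; Detection: glow luminescence from Steady-Glo reagent; Benchmarks: high control tunicamycin 10 µg/mL final, low control DMSO vehicle only.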
The depositor's hits bear a star; . = no result given. An excerpt; the hit share may differ from the screen's.

#1 Cc1ccccc1Cn1cnc2c(oc3ccccc32)c1=O
#2 Cc1ccc(S(=O)(=O)NC(C(=O)Oc2cc3oc(=O)cc(C)c3cc2Cl)C(C)C)cc1 (configuration not stated)
#3 Cc1ccc(OCc2nnc(SCC(=O)Nc3cc(C)on3)n2C)cc1
#4 CC(C)(C)CC(=O)NC(=S)NCc1ccco1
#5 CCCc1cc(=O)oc2c(CN3CCN(C)CC3)c(O)ccc12
#6 COc1ccc(-c2nnc(SCC(=O)NCCc3ccccc3)o2)cc1
#7 Nc1c(Cl)ncnc1NCc1ccccc1
#8 C=CCOc1c(Cl)cc(C2NC(=O)NC(C)=C2C(=O)OC)cc1Cl (configuration not stated)
Assay by compound,1,2,3,4,5,6,7,8
TIM10 inh,27,12,0,20,-22,-2,13,16
Mdm2-MdmX inh,21,23,8,24,-22,2,0,33
APJ antagonist,2,-19,20,-6,-12,16,11,8
tim23-1 inh,25,24,10,19,0,-1,16,15
APJ ag,3,-1,-4,-2,0,-3,4,-1
tim10-1 inh,17,37,7,12,15,1,10,24
CXCR6 inh,7,2,-1,0,-5,-26,1,-5
CHOP UPR activ,0.8,2.2,-0.7,0.7,2.0,-0.6,-1.6,-0.7
XBP1 UPR activ,2,0,2,8,-1,-1,-5,-3

#9 CCOC(=O)c1c(NC(=O)c2ccoc2C)sc(C(=O)N(C)C)c1C
#10 Cc1ccc(S(=O)(=O)N2CCC(C(=O)NCCC3=CCCCC3)CC2)cc1C
#11 OCCNc1nc(-c2ccccc2)nc2c1oc1ccccc12
#12 CCCn1ncc(CN2CCC(n3nccc3NC(=O)CCc3ccccc3)CC2)c1C
#13 CCCN(C(=O)COC(=O)c1cc(CC)c(C)s1)c1c(N)n(Cc2ccccc2)c(=O)[nH]c1=O
#14 CN(c1ccccc1)S(=O)(=O)c1cccc(NC(=O)c2cccc(C#N)c2)c1
#15 CSc1ccccc1C(=O)Nc1cccc(N(C)S(C)(=O)=O)c1
#16 O=C(NCc1cccs1)c1ccc(CS(=O)Cc2ccccc2Cl)o1 (configuration not stated)
Assay by compound,9,10,11,12,13,14,15,16
TIM10 inh,-13,6,-17,10,-11,2,-3,4
Mdm2-MdmX inh,9,-10,9,1,19,42,-8,6
APJ antagonist,7,-60,13,16,7,-68,-4,22
tim23-1 inh,-2,5,7,-4,-4,18,10,15
APJ ag,1,-2,-3,0,3,3,3,-3
tim10-1 inh,-1,-3,15,7,-10,8,-13,0
CXCR6 inh,0,-9,0,7,-4,-8,-1,-5
CHOP UPR activ,2.9,1.5,-0.8,1.1,-1.0,1.5,-2.9,2.6
XBP1 UPR activ,4,2,-1,-6,2,-2,1,-4

#17 O=C(O)c1ccc(-n2c(-c3cc(C4CC4)[nH]n3)n[nH]c2=S)cc1
#18 Cc1sc2nc(CN3CCC(C)CC3)nc(Cl)c2c1C
#19 C=CCC[C@@H](Cc1ccc(F)cc1)C(=O)OC[C@@H]1CCCN1C(=O)[C@H](CC=C)CC(=O)N[C@H](CO)Cc1ccccc1
#20 O=C(CCc1ccccc1)NNc1ccc(F)cc1
#21 CS(=O)(=O)c1ncc(Cl)c(C(=O)Nc2ccc(OC(F)F)cc2)n1
#22 C[C@H](CO)N1C[C@H](C)[C@@H](CN(C)C(=O)Nc2ccc(C(F)(F)F)cc2)Oc2ccc(NC(=O)CCC(F)(F)F)cc2C1=O
#23 CN(C1CCS(=O)(=O)C1)S(=O)(=O)c1cccs1 (configuration not stated)
#24 CCOC(=O)Nc1ccc2c(c1)OCO2
Assay by compound,17,18,19,20,21,22,23,24
TIM10 inh,-2,-22,3,-4,11,1,-3,-10
Mdm2-MdmX inh,-11,25,21,22,92*,-6,-21,-58
APJ antagonist,-48,3,5,12,44*,0,-10,-10
tim23-1 inh,12,-10,31,19,46,5,5,17
APJ ag,-4,-3,-5,-7,-4,-1,-2,1
tim10-1 inh,2,1,27,-23,39,1,-1,9
CXCR6 inh,6,.,7,9,47*,-1,-2,1
CHOP UPR activ,-1.4,-3.2,0.6,-0.2,-11,0.0,2.3,2.6
XBP1 UPR activ,-1,2,1,-4,-13,-1,-1,3

The final 4 records of the section above open the next one:
#21 CS(=O)(=O)c1ncc(Cl)c(C(=O)Nc2ccc(OC(F)F)cc2)n1
#22 C[C@H](CO)N1C[C@H](C)[C@@H](CN(C)C(=O)Nc2ccc(C(F)(F)F)cc2)Oc2ccc(NC(=O)CCC(F)(F)F)cc2C1=O
#23 CN(C1CCS(=O)(=O)C1)S(=O)(=O)c1cccs1 (configuration not stated)
#24 CCOC(=O)Nc1ccc2c(c1)OCO2
#25 CCN(CC)C(=O)Oc1cc(=O)n2c3c(cccc13)CCC2
#26 CN/C(=C/[N+](=O)[O-])NCCSCc1csc(CN(C)C)n1
#27 COC(=O)C1=C(C)OC(N)=C(C#N)C1c1ccccc1F (configuration not stated)
#28 Cc1ccc(S(=O)(=O)N2CCN(C(=O)CC(C)n3nc(C)c(Cl)c3C)CC2)cc1C (configuration not stated)
#29 Cc1cc(NC(=O)c2ccccc2)nc2c1c(=O)oc1ccccc12
#30 CC(NC(=O)c1cccc(S(=O)(=O)N2CCCCCC2)c1)c1ccccc1 (configuration not stated)
#31 Cc1ccc(NC(=O)CN2CCN(c3ccccn3)CC2)c(Cl)c1
#32 COCCNC(=O)c1ccccc1NC(=O)COc1ccccc1
Assay by compound,21,22,23,24,25,26,27,28,29,30,31,32
TIM10 inh,11,1,-3,-10,10,1,6,4,-2,-4,6,1
Mdm2-MdmX inh,92*,-6,-21,-58,19,-2,-1,0,3,19,-7,2
APJ antagonist,44*,0,-10,-10,11,3,16,7,2,-1,15,8
tim23-1 inh,46,5,5,17,33,-2,21,6,20,24,6,20
APJ ag,-4,-1,-2,1,-1,-1,-1,3,-1,-1,1,-3
tim10-1 inh,39,1,-1,9,13,12,23,23,5,18,18,15
CXCR6 inh,47*,-1,-2,1,3,4,-7,2,2,8,4,-4
CHOP UPR activ,-11,0.0,2.3,2.6,-1.8,-0.4,-0.2,1.5,0.8,1.4,0.5,-1.5
XBP1 UPR activ,-13,-1,-1,3,-2,-8,-3,-5,-5,-2,1,-2

#33 CCOC(=O)C(=O)Nc1cccc(C(=O)OCC)c1
#34 Cc1ccc(C2OC(=O)c3ccccc32)cc1 (configuration not stated)
#35 Cc1ccc(-c2noc(CN(C(=O)C34CC5CC(CC(C5)C3)C4)C(C)C)n2)cc1
#36 CCC(SC1=N/C(=C/c2ccccc2)C(=O)N1c1ccccc1)C(=O)Nc1cc(C)on1 (configuration not stated)
#37 O=C1CC(N2CCN(Cc3ccccc3)CC2)C(=O)N1CCc1ccccc1 (configuration not stated)
#38 CCOC(=O)N1CCN(C(=O)CN(c2ccc3c(c2)OCO3)S(C)(=O)=O)CC1
#39 CC(C)OC(=O)/C(C#N)=C/c1cn(Cc2ccccc2)c2ccccc12
#40 O=C(NNC(=O)c1cccnc1)Nc1ccc([N+](=O)[O-])cc1
Assay by compound,33,34,35,36,37,38,39,40
TIM10 inh,2,-9,-7,23,5,-7,1,5
Mdm2-MdmX inh,9,7,1,30,-47,7,13,7
APJ antagonist,13,-3,10,24,-14,2,6,-6
tim23-1 inh,2,4,15,29,13,0,13,-2
APJ ag,-3,0,-3,-4,-3,-5,0,-1
tim10-1 inh,4,9,16,12,12,3,-3,12
CXCR6 inh,-5,4,8,17,-5,1,0,-5
CHOP UPR activ,-1.0,2.8,-1.6,0.5,-1.7,-1.4,2.0,-1.2
XBP1 UPR activ,-4,-1,-3,0,-3,-1,0,1

Reformatted with two lines to a compound: entries from further up
Sequence of screens – TIM10 inh	Mdm2-MdmX inh	APJ antagonist	tim23-1 inh	APJ ag	tim10-1 inh	CXCR6 inh	CHOP UPR activ	XBP1 UPR activ
#35 Cc1ccc(-c2noc(CN(C(=O)C34CC5CC(CC(C5)C3)C4)C(C)C)n2)cc1
  -7	1	10	15	-3	16	8	-1.6	-3
#33 CCOC(=O)C(=O)Nc1cccc(C(=O)OCC)c1
  2	9	13	2	-3	4	-5	-1.0	-4

Remaining list, next part.
#41 O=C(Nc1ccnn1C1CCN(Cc2ccccc2OC(F)F)CC1)c1cccnc1
#42 N#Cc1ccccc1NC(=O)C1SC(=Nc2ccccc2)C(C(=O)Nc2ccc(Cl)cc2)=C1N (configuration not stated)
#43 CN1CCN(C2=Cc3ccc(Cl)cc3Sc3ccc(F)cc32)CC1
#44 CC(C)(C)[C@@H]1COC(=O)[C@@H](Cc2ccc(F)cc2)CC/C=C\C[C@@H](CC(=O)N(CCO)Cc2ccccc2)C(=O)N1
#45 O=C(CSc1cccc[n+]1[O-])c1cccs1
#46 C=CCn1c(-c2cccn(Cc3ccc(Cl)cc3Cl)c2=O)n[nH]c1=S
#47 CC(C)n1c(SCC(=O)Nc2ccccc2N2CCCCC2)nc2c1c(=O)n(C)c(=O)n2C
#48 Cc1cc(C)nc(CCNC(=O)c2cc(COc3c(C)cccc3C)on2)n1
Assay by compound,41,42,43,44,45,46,47,48
TIM10 inh,16,30,15,8,-15,3,16,15
Mdm2-MdmX inh,24,5,60*,8,-7,-3,10,8
APJ antagonist,-1,0,4,13,-28,19,8,2
tim23-1 inh,23,26,22,16,-3,24,26,8
APJ ag,0,-2,-5,-1,3,-4,-1,5
tim10-1 inh,16,43*,-12,7,12,38,29,20
CXCR6 inh,1,0,-7,18,3,2,6,-7
CHOP UPR activ,1.0,5.8,2.2,1.5,0.2,-2.2,-0.9,3.7
XBP1 UPR activ,1,-1,15,3,-2,-1,5,-2

#49 CCC(C)NC(=O)Cn1c(=O)n(CCCC(=O)NCc2ccccc2Cl)c(=O)c2ccccc21 (configuration not stated)
#50 COc1ccc(CNC(=O)c2ccc(NC(=O)C3CCCO3)cc2)cc1 (configuration not stated)
#51 COc1ccc(OC)c(S(=O)(=O)N2CCC(C(=O)NC3CCCCCC3)CC2)c1
#52 Cc1ccnc2nc(C(=O)Nc3nnc(CC(C)C)s3)nn12
#53 O=C(CNC(=O)c1ccc(Cl)cc1)NCCCn1ccnc1
#54 Cc1n[nH]c(C)c1S(=O)(=O)NCCc1ccc(Cl)cc1
#55 O=C(OCC(=O)N1CCOCC1)c1cc(S(=O)(=O)N2CCOCC2)c(Cl)cc1Cl
Assay by compound,49,50,51,52,53,54,55
TIM10 inh,-5,-9,2,-9,2,2,-4
Mdm2-MdmX inh,13,15,7,9,-12,2,10
APJ antagonist,-7,-4,13,7,-19,14,3
tim23-1 inh,14,10,17,1,-10,15,12
APJ ag,-2,0,-2,0,-3,-2,-1
tim10-1 inh,5,6,13,-9,7,-2,11
CXCR6 inh,-3,2,5,-9,1,1,2
CHOP UPR activ,-1.4,2.9,0.1,0.4,-0.2,-2.7,0.5
XBP1 UPR activ,0,1,-1,0,-2,-1,0
